# High-throughput results from PubChem.
# SENP8 block-1: blocks human SENP8 cleavage of Nedd8 substrate. inhibition, % at 20 µM. recombinant SENP8, Nedd8 substrate fluorescence. AID 602440. Q96LD8. 0.64% of 360,000 active; in the data active = inhibition mostly above about 40%, no sharp cut-off; inactive = mostly below about 27%
# Target sequence (Q96LD8 whole entry, looked up): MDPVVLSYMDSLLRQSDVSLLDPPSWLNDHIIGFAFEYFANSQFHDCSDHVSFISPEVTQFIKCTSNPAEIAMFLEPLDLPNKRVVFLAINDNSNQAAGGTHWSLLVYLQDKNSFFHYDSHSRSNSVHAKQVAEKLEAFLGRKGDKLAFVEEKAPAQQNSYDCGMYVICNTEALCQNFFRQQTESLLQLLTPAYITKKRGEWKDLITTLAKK
# SENP7 block: SENP7 protease inhibition | recombinant SENP7, Z-RLRGG-aminoluciferin luminescence, 40 min | inhibition, % at 5 µM | AID 434973 | 1.5% of 330,000 active;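 active = inhibition above about 50% at the single test dose, limit read from the data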;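 also: plate controls were DMSO with enzyme for no effect and no enzyme buffer wells for full effect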
# Apaf-1 inh: human Apaf-1 inhibition; O14727; inhibition, % at 20 µM; reconstituted apoptosome caspase-3 activity, DEVD-Rh110 fluorescence; AID 489030; 0.71% of 330,000 active; active = inhibition of at least 40% at 20 µM;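 also: plate controls were DMSO wells for no effect and DEVD-CHO caspase inhibitor wells for full effect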
#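 Material: biochemical Apaf-1 apoptosome reconstitution. Medium: Hepes buffer, pH 7.5. Also added: cytochrome c activation, bis-DEVD rhodamine 110 substrate. Timing: 30 min compound preincubation, 50 min activation, room temperature. Measured by: rhodamine 110 fluorescence at Ex 480/Em 540 nm.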
# SENP8 block-2: inhibitors of human SENP8 protease | Q96LD8 | purified SENP8, Z-RLRGG-aminoluciferin cleavage, luminescence | inhibition, % at 10 µM | 1.2% of 330,000 active | AID 2540; in the data active = inhibition above about 50%
# SENP6 block: blocks the human protease SENP6; Q9GZR1; Recombinant SENP6 catalytic domain, aminoluciferin luminescence; inhibition, % at 10 µM; 1.8% of 330,000 active;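 active = inhibition above about 50% at the single tested dose, limit read from the data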;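 also: plate controls were DMSO wells with enzyme for no effect and DMSO wells lacking enzyme for full effect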
# Target sequence (Q9GZR1 628-1112 limits assumed): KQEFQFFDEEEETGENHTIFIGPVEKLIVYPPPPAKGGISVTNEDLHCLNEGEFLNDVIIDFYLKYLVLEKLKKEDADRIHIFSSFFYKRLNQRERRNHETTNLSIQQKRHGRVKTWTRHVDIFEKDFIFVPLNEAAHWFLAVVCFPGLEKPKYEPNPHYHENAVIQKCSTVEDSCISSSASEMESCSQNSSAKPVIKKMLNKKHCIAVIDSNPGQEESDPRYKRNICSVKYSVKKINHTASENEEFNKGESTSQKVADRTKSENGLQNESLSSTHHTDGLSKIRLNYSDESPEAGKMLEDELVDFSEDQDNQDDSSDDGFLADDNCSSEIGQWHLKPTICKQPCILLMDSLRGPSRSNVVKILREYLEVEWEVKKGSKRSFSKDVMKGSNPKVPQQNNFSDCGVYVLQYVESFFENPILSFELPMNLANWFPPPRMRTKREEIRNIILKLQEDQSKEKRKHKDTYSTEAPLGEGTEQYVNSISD
# NALP3 yeast inh: NALP3 inhibition in yeast | 0.39% of 330,000 active | AID 2825 | inhibition, % at 10 µM | Yeast reconstituted NLRP3/ASC/caspase-1, beta-gal luminescence, 24 h;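 active = inhibition of 50% or more; inactive = inhibition below 50%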;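 also: plate controls were induced DMSO wells for no effect and uninduced yeast grown without galactose for full effect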
# HKDC1 inh: HKDC1 (human) hexokinase inhibition; Q2TB90; recombinant HKDC1, G6PDH/diaphorase resazurin coupled fluorescence; inhibition, % at 20 µM; 0.16% of 340,000 active;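 active = inhibition above about 35% when tested at 20 µM, limit read from the data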;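 also: plate controls were DMSO wells with enzyme for no effect and DMSO wells lacking enzyme for full effect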
#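 Test system: recombinant HKDC1 (HK5) hexokinase enzyme, produced in-house; Amount: enzyme 5 µg/mL final; Buffer or medium: Tris pH 8.0 buffer with MgCl2, Tween-20, BSA, BME; Reagent: glucose and ATP substrates; Doses: 20 µM test compound, 1% DMSO; Incubation: 90 min reaction incubation at room temperature, dark; Detection: resorufin fluorescence at 613 nm.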
# PfG6PD inh: PfG6PD (Plasmodium falciparum) enzyme inhibition | 0.78% of 350,000 active | inhibition, % at 20 µM | AID 504690 | PfGluPho enzyme, NADPH resazurin-diaphorase fluorescence;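 active = inhibition reaching at least a set limit at 20 µM in the primary screen, cut at about 59% in these data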;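 also: 0% = DMSO wells with substrate and 100% = DMSO wells lacking glucose-6-phosphate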
# SENP1 inh: SENP1 (human) catalytic domain inhibition. Q9P0U3. recombinant SENP1 catalytic domain, CyPet-SUMO1-YPet FRET cleavage. inhibition, % at 10 µM. 0.21% of 360,000 active;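 active = inhibition at least 30% at 10 µM, raw YFP signal under a set limit, fluorescence ratio 0.5 to 1.5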;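 also: 0% = enzyme with DMSO and 100% = no enzyme wells; some results filed as inactive read as strong as hits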
# Target sequence (Q9P0U3 419-644 limits assumed): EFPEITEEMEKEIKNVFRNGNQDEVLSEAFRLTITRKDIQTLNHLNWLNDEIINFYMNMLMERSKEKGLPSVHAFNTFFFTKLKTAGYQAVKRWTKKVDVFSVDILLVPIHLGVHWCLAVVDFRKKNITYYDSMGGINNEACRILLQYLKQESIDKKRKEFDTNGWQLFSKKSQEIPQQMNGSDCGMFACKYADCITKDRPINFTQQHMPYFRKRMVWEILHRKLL
#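 Test system: recombinant human SENP1 catalytic domain, His6-tagged / Medium: pH 8 Tris buffer with EDTA, NaCl, BME, BSA, NP40, catalase / Also added: SUMO1 FRET substrate flanked by Cypet and Ypet, 25 nM / Times: 50 min reaction at room temperature / Signal: FRET, CFP and YFP emission / Control set: no-enzyme low control and enzyme-plus-DMSO high control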
# The depositor's hits bear a star; x = not tested or not shown.
SMILES	SENP8 block-1	SENP7 block	Apaf-1 inh	SENP8 block-2	SENP6 block	NALP3 yeast inh	HKDC1 inh	PfG6PD inh	SENP1 inh
COc1ccc(N(CC(=O)Nc2c(C)cccc2C)S(=O)(=O)c2ccccc2[N+](=O)[O-])c(OC)c1	7	8	7	-3	12	7	-9	-3	-3
CC(=O)NCCc1ccc(O)cc1	28	-4	1	7	4	5	-1	4	2
O=C1COc2ccc(OCc3ccc(F)cc3)cc21	12	64*	2	48	71*	28	2	1	-4
Cc1ccc(S(=O)(=O)NNC(=O)c2cc([N+](=O)[O-])c(C)c([N+](=O)[O-])c2)cc1	7	9	-8	6	18	-3	-3	-25	4
Cc1cc(OCC(=O)NNC(=O)c2ccncc2)cc(C)c1Cl	-3	-5	-8	-6	-2	7	0	-12	1
O=C(CNC(=O)OCc1ccccc1)Nc1ccc(F)cc1	13	-9	7	-7	-12	5	-3	13	3
Cc1ccc(CNc2ncc(-c3ccc4c(c3)OCO4)n2C)cc1	-134	-3	8	-8	6	12	1	9	1
CC1CCN(S(=O)(=O)c2cn(C)c(=O)n(C)c2=O)CC1	9	1	1	7	13	-2	-6	-1	3
CCOc1ccc(CC(=O)OCN2C(=O)c3ccccc3C2=O)cc1	32	12	-6	-3	6	13	-1	-5	1
COCCN(C(=O)CSc1nnc(C)n1Cc1ccccc1)c1c(N)n(Cc2ccccc2)c(=O)[nH]c1=O	9	-1	-9	5	6	14	-6	16	1
COc1cc(C2(c3ccc(O)c(OC)c3)C(=O)Nc3c(C)cc(Br)cc32)ccc1O	40*	10	13	-8	-10	10	5	-30	-16
CC1(C)Cc2nc3oc4c(=S)nc[nH]c4c3cc2CO1	-16	1	-4	-14	2	4	-5	23	0
O=C(/C=C/c1ccc(-c2cccc([N+](=O)[O-])c2)o1)N1CCOCC1	22	6	15	-20	-8	5	-4	5	3
Cc1cc(C)c(S(=O)(=O)Nc2ncn[nH]2)cc1C	-2	5	0	1	-16	19	-9	0	-7
CCN(C(=O)CSc1ccc(S(=O)(=O)N2CCOCC2)cn1)c1ccccc1	6	-1	10	-2	-8	9	-3	-12	-2
Cc1ccc(NC(=O)CS(=O)CC(=O)NC(C)CCc2ccco2)cc1Cl (stereo not given)	15	2	-18	4	-6	12	-4	0	1
COc1ccc(Br)cc1S(=O)(=O)Nc1ncn[nH]1	11	3	11	0	15	15	-4	13	1
COc1ccc(C(=O)COC(=O)C(CC(C)C)N2C(=O)c3ccccc3C2=O)cc1 (stereo not given)	21	-4	21	-3	1	5	-1	9	2
Cc1onc(-c2ccccc2)c1C(=O)Nc1nnc(C(C)C)s1	3	19	5	-4	-29	6	-4	-7	3
COc1ccc(Cl)cc1N(CC(=O)NC(C)(C)C)S(=O)(=O)c1ccc(C)c([N+](=O)[O-])c1	8	1	15	0	5	10	13	27	1
COc1ccc(C2C(C(C)=O)=C(O)C(=O)N2CCc2c[nH]c3ccccc23)cc1 (stereo not given)	20	1	-6	-6	-9	-1	7	3	1
CCOC(=O)C(=O)Nc1ccc(S(=O)(=O)Nc2ncccn2)cc1	14	1	-10	1	-31	-4	-7	-13	-2
CCC1CCc2sc(C(=O)NC3CCN(Cc4ccccc4)CC3)cc2C1 (stereo not given)	-5	-2	27	3	-14	22	-2	27	-9
O=C(/C=C/c1ccc([N+](=O)[O-])cc1)NCCc1ccccc1	10	12	10	0	-1	30	-3	-3	3
COC(=O)CSc1cc(SCC(=O)OC)c(C#N)c(SCC(=O)OC)c1	8	6	19	-3	-2	5	2	30	-9
CC(C)CCN1C(=O)c2ccc(-c3nc4ccccc4c(=O)o3)cc2C1=O	6	4	0	0	-7	11	2	-20	1
C=CCN1C=C2C(=O)C(C)(OC(=O)C3CCCC3)C(=O)C=C2C=C1c1ccsc1 (stereo not given)	-26	-5	34	-1	8	-2	21	54	-48
CCC(C(=O)OC)n1cnc2scc(-c3ccc(C)cc3)c2c1=O (stereo not given)	2	3	8	4	-20	48	6	-5	-2
CC(=O)c1cccc(NC(=O)N2CCC(C(=O)c3ccc(F)cc3)CC2)c1	5	9	9	3	-2	14	-4	-7	1
CCOc1c(Cl)cc(C(=O)NCCN2CCCCC2)cc1Cl	21	-1	-2	-7	-5	23	-3	8	-4
CCn1c(CC(=O)Nc2ccccc2C)nnc1SCC(=O)NC1CCCC1	12	3	-2	1	-6	20	-3	-14	2
COc1cc(C(=O)O)nc(OC)n1	11	-3	-6	0	-15	30	-14	6	-1
O=C1NC(=O)C(Cc2ccccc2)(c2cccnc2)N1 (stereo not given)	6	7	-9	-11	6	18	-2	-3	1
Cc1cc(C)c2nc(SCCc3ccccc3)nc(C)c2c1	-75	-6	18	0	-23	15	2	56	0
CN(CCC#N)c1ncnc2scc(-c3ccccc3)c12	5	1	-2	-2	-29	20	-5	8	0
COc1ccc(N2C(=O)CC(Sc3nc(C)cc(C)n3)C2=O)cc1OC (stereo not given)	21	-8	-8	-1	-5	14	-8	19	1
CCN(CC)c1cc(C)c2cc(NC(=O)c3ccccc3F)ccc2n1	-34	6	14	0	-10	34	-3	12	-7
O=C(CC(c1ccccc1)c1cc(Br)ccc1O)NCCN1CCOCC1 (stereo not given)	5	6	5	-2	-13	-21	-3	-11	1
Fc1ccc2c(-c3cccc(C(F)(F)F)c3)c(-c3ccccc3)ncc2c1	-74	5	25	0	4	-36	5	24	3
COc1ccccc1CN1C(=O)c2cccc3cccc(c23)C1=O	7	7	19	-1	-2	-1	-8	-4	-2
COC(=O)c1ccc(Oc2ccc(C(C)(C)C)cc2)c([N+](=O)[O-])c1	16	4	6	0	-4	12	3	7	1
Cn1c(CCCNC(=O)c2cccs2)nc2ccccc21	12	12	-2	1	-24	10	-3	1	2
COc1ccc(C)cc1NC(=O)CCCNC(=O)Cn1cnc2sc(C)c(C)c2c1=O	-3	6	0	-4	-8	2	-1	18	-1
CCOP(=O)(OCC)/C(=N/OC(=O)c1ccccc1C)C(N)=O	3	3	-3	2	-8	10	-8	-14	2
CC(C)c1ccc(NC(=O)CNC(=O)Cn2ccc3ccccc3c2=O)cc1	-47	-7	-2	-6	-22	6	3	-14	0
O=C(NC1CCCCC1)c1cccc(OCc2ccccc2)c1	5	-6	19	-4	-9	35	0	-2	1
CCOC(=O)Nc1ccc2c(c1)C(=NO)c1ccccc1-2	13	x	x	x	x	x	2	48	3
Cc1cc(NC(=O)CSc2nc(-c3cccnc3)ccc2C#N)no1	-382	-6	-1	2	-5	-4	-10	-1	30
CCOC(=O)C1=C(COC(=O)CSc2ccc(Br)cc2)NC(=O)NC1C (stereo not given)	10	3	12	2	2	1	0	14	3
COc1cc(OC)cc(C(=O)NC(=S)Nc2ccc(Cl)c(C(=O)O)c2)c1	2	8	1	-3	36	5	-4	-26	1
N#Cc1ccc(/C=N/NC(=O)c2cc(-c3cccs3)nc3ccccc23)cc1	-492	-11	21	-17	-15	5	-2	-11	-3
COc1ccc(N(CC(=O)NCc2ccco2)S(=O)(=O)c2ccc(C)cc2)cc1OC	2	-4	-8	3	-4	10	-4	-9	0
O=C(CCSc1ccccc1)Nc1ccc(OCc2ccccc2)cc1	16	-2	-2	4	8	7	-5	-5	2
CCOc1ccc(N(C(=O)CNS(=O)(=O)c2ccccc2)C(CC)C(=O)NCc2ccco2)cc1 (stereo not given)	4	-7	20	-5	5	2	0	0	2
O=C(c1ccc(=O)oc1)N1CCN(c2ccc(F)cc2)CC1	-189	-6	0	-2	1	-13	3	5	-7
Nn1c(COc2ccccc2)nnc1SCC(=O)O	11	1	-3	1	-2	6	1	2	3
COc1ccc(C(=O)NC2(C(F)(F)F)N=C3SCCN3C2=O)cc1 (stereo not given)	10	-9	3	-13	-11	9	13	0	0
Cc1cccc(N2CCN(C(=O)C3CCN(S(=O)(=O)N4CCOCC4)CC3)CC2)c1C	3	2	11	0	-18	9	9	-1	2
Nc1cc(-c2cccc([N+](=O)[O-])c2)[nH]n1	8	5	-9	1	-5	3	-7	3	1
Cn1cc(Cl)c(C(=O)NC2CCCC2)n1	11	-2	-3	0	-6	15	-4	8	-29

# Ordered by the number under HKDC1 inh (highest first): some entries from above.
mol	HKDC1 inh
O=C(c1ccc(=O)oc1)N1CCN(c2ccc(F)cc2)CC1	3
CCOC(=O)Nc1ccc2c(c1)C(=NO)c1ccccc1-2	2
N#Cc1ccc(/C=N/NC(=O)c2cc(-c3cccs3)nc3ccccc23)cc1	-2
Cc1cc(NC(=O)CSc2nc(-c3cccnc3)ccc2C#N)no1	-10

# (list continues)
SMILES	SENP8 block-1	SENP7 block	Apaf-1 inh	SENP8 block-2	SENP6 block	NALP3 yeast inh	HKDC1 inh	PfG6PD inh	SENP1 inh
CC(C)CCN1C(Nc2ccccc2)=NC[C@@H]1CC(C)C	15	-13	1	-16	-13	3	-6	-4	-2
O=C(O)c1c[nH]c(=S)n1-c1ccc(F)cc1	18	5	-5	-2	-19	11	-10	43	-1
CCOc1cccc(CNn2cnnc2)c1OCc1ccccc1Cl	24	3	-8	11	5	9	-6	9	2
O=S1OC(c2ccccc2)c2cc(Cl)ccc21 (stereo not given)	12	4	7	-3	5	14	0	30	1
CC1(C)Cc2c(cnn2-c2ccccc2)C(NC(=O)CCN2CCCCO2)C1 (stereo not given)	6	4	1	-7	1	14	-3	8	2
COc1cc(C(=O)NCC2CCCN2S(=O)(=O)c2cccs2)cc(OC)c1OC (stereo not given)	23	12	5	-4	-2	22	-2	-9	-9
O=C(Nc1ccc(N2CCOCC2)cc1N1CCOCC1)c1ccccc1	-3	11	2	-4	-16	9	-7	10	1
CCN(CC)CCNc1ccc(C)c2sc3ccc(O)cc3c(=O)c12	30	x	x	x	x	x	10	21	39*
O=C(CCCCn1c(=O)c2ccccc2n(CC(=O)Nc2ccccc2)c1=O)NCc1ccco1	11	-6	0	-1	-8	7	0	-10	0
NC(=O)CSc1nnc(-c2ccc(S(=O)(=O)N3CCCCC3)cc2)n1-c1ccccc1	-14	-7	-8	2	-1	8	6	5	4
O=C(O)CSc1nnc(COc2ccccc2)n1-c1ccccc1	6	-1	-7	-4	7	5	-3	-12	1
O=C(COC(=O)c1ccccc1F)Nc1cc(S(=O)(=O)N2CCOCC2)ccc1N1CCCC1	-5	-8	8	-7	-55	11	2	11	-2
Cc1ccc(C(=O)N/C(=C\c2cccs2)C(=O)NCCc2c[nH]c3ccccc23)cc1C	24	-2	19	0	2	17	1	22	1
Cc1nc(C)c(-c2ccc(SCC(=O)Nc3cccc(Cl)c3)nn2)s1	0	0	0	-7	-5	-2	-1	16	0
